Hsp90 Hop PPI: changes Hsp90-Hop TPR2A binding signal, up or down; AID 595; Potency, µM (titrated, usually from 57 µM), for inactives: at the highest dose activity change, negative = inhibition; AlphaScreen TPR2A-His6 binding biotin-Hsp90 C-terminal peptide; 71,000 tested, 0.44% active; active = well fitted curve in either direction with a large enough effect; inconclusive = small, poorly fitted or top-dose-only effect, or another doubt; note: potency is the fitted concentration of half-maximal effect; % is set by controls: 0 for no effect and ±100 for the full control effect; many of its hits are not listed in these tables
CRE-bla Fsk: modulators of forskolin-stimulated CRE signaling in CHO cells | CHO CRE-bla reporter (cAMP response element driving beta-lactamase), forskolin EC10, beta-lactamase ratio | Potency, µM (highest dose often 38.2 µM), for inactives: top-dose activity change, negative = inhibition, actives largely listed as activators | 71,000 tested, 2.5% active | AID 662; active = well fitted activation curve with a large enough effect in the signal ratio, with a control signal flat, not every such curve was filed as active; inconclusive = small, poorly fitted or top-dose-only effect, or effect the other way, or a change in a side signal; the % refers to the signal ratio; note: potency is the fitted concentration of half-maximal effect; % of control where 0% means no effect
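qHTS titration format; CRE-bla CHO reporter; stimulus EC10 NKH 477, a water-soluble forskolin. Read: CCF4 460/530 nm ratio. Potency expressed as AC50 for activators or inhibitors.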
HADH2 inhib: HADH2 (human) dehydrogenase inhibition; Q99714; recombinant HADH2, NADH fluorescence, beta-hydroxybutyryl-CoA; Potency, µM (series often up to 57.1 µM), inactives show top-dose activity change, negative = inhibition, usual class: inhibitors; 73,000 tested, 3.4% active; note: potency is the fitted concentration of half-maximal effect; % is set by controls: 0 for no effect and ±100 for the full control effect; nearly all actives have a fitted effect of over 60% in size; many of its hits are not listed in these tables
Target sequence (Q99714 whole entry, looked up, one chain of several): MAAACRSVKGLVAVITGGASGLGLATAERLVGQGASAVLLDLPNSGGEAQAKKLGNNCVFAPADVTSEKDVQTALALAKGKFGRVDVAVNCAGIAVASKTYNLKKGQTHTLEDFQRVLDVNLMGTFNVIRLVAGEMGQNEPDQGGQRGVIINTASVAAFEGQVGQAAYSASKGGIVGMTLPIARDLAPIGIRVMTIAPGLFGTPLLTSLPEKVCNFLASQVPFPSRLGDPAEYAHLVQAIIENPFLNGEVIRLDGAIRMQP
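Activity measured as NADH fluorescence gain (360/450 nm), taken as the change between first and last reads of a 4-min kinetic run. Conditions: pH 9.0 Tris buffer, 20 nM E. coli-expressed His-tagged enzyme, 1 mM NAD+, 90 uM beta-hydroxybutyryl-CoA; 15-min compound preincubation.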
HBB splice mod: modulators of hemoglobin beta chain splicing. 65,000 tested, 0.06% active. HBB splicing reporter cell assay, activation; EGFP reporter with mutant IVS2-654 intron; response scale: normalised to 500 nM splice-correcting PNA. Potency, µM (top dose mostly 46.1 µM), without a hit: at the highest dose activation, actives largely listed as activators; note: potency is the fitted concentration of half-maximal effect; 0% is about no effect
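Compounds were applied for 2 days to HeLa EGFP-654 cells, 500/well in Optimem with 2% FCS. The reporter's EGFP is disrupted by mis-splicing of beta-globin intron IVS2-654. Readout: summed well GFP fluorescence from 488 nm laser scanning; reference was 500 nM antisense […] 654 PNA.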
Ub-GFP proteasome: proteasome inhibitors stabilizing ubiquitin-GFP reporter; Ubiquitin-GFP reporter cells, proteasome inhibition, GFP fluorescence; response scale: untreated = 0%, 10 µM MG-132 = 100%; Potency, µM (series often up to 45.9 µM), without a hit: at the top dose activation (GFP accumulation), most hits filed as activators; 67,000 tested, under 10 active; AID 526; active = well fitted activation curve with a large enough effect, not every such curve was filed as active; inconclusive = small, poorly fitted or top-dose-only effect, or another doubt; inactive = no such curve, though single readings can be large or run the other way; note: potency is the fitted concentration of half-maximal effect
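U2OS cells expressing ubiquitin(G76V)-GFP, seeded overnight in 0.5% FBS medium, then treated 4 hr at 37 C across 46 uM to 2.9 nM. GFP-positive cells counted by laser cytometry (488 ex/515 em); %activity scaled between basal and 10 uM MG-132.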
USP2a inh: inhibitors of human ubiquitin-specific protease USP2a; O75604; USP2a enzymatic assay, qHTS inhibition; Potency, µM (top dose mostly 38.3 µM), inactives show at the highest dose activity change, negative = inhibition, most hits filed as inhibitors; 60,000 tested, 0.1% active; AID 927;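 note: potency is the fitted concentration of half-maximal effect; nearly all actives have a fitted effect of over 60% in size; plate controls were DMSO for no effect and NEM full inhibition control for full effect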
Target sequence (O75604 whole entry, looked up): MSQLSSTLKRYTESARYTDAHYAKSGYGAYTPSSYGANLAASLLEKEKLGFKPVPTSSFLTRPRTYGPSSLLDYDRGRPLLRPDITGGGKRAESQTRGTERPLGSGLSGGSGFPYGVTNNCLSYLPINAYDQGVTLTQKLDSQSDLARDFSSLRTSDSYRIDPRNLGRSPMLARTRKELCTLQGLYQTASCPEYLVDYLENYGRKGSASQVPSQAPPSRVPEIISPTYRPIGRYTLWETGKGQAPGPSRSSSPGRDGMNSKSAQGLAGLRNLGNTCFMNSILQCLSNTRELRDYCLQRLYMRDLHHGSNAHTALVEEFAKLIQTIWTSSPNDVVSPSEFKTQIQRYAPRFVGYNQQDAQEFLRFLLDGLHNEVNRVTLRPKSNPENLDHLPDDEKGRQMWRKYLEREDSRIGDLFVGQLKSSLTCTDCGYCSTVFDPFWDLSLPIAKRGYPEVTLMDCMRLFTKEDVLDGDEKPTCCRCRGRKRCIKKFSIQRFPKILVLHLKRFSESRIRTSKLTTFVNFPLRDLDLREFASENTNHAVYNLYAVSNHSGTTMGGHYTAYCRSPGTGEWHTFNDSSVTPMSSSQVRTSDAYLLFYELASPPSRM
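USP2 core (20nM final) preincubated 30 min RT with compound, then Ub-PLA2 20nM and NBD C6-HPC 20uM final added; buffer 20mM Tris-HCl pH 8.0, 2mM CaCl2. Fluorescence Ex 460/Em 535 read at 0 and 2.5 h; normalized to NEM.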
BRCT inh green: BRCA1 BRCT-phosphoprotein interaction inhibition. P38398. BRCA1 BRCT-phosphopeptide binding, green fluorescence polarization. Potency, µM (top dose mostly 76.9 µM), inactives show at the highest dose activity change, negative = inhibition, usual class: inhibitors. 75,000 tested, 0.05% active. AID 875;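 note: potency is the fitted concentration of half-maximal effect; plate controls were peptide without protein for full effect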
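Compounds were incubated for 12 min at room temperature with a complex of 100 nM fluorescein-tagged pBACH1 decapeptide and 250 nM His-tagged BRCT protein. Buffer was phosphate pH 7.3 with EDTA, DTT and Tween 20. Disruption of binding lowers the polarization signal.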
Pol III holo inh: DNA polymerase III holoenzyme inhibition; 71,000 tested, 0.25% active; Potency, µM (series often up to 57.1 µM), without a hit: at the highest dose activity change, negative = inhibition; AID 603; reconstituted DNA polymerase III holoenzyme replication, biochemical; note: potency is the fitted concentration of half-maximal effect; % is set by controls: 0 for no effect and ±100 for the full control effect
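Reconstituted *E. coli* holoenzyme (0.35 nM Pol III, 1 nM beta, 154 nM SSB, 2 nM primase) was preincubated with compound for 15 min at RT. Synthesis on 1.4 nM ssM13Gori ran 35 min, then was stopped with PicoGreen/EDTA and read as dsDNA fluorescence.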
BRCT inh red: inhibitors of human BRCA1 BRCT-phosphoprotein interaction (red fluorophore); BRCT-phosphopeptide binding, red fluorescence polarization; Potency, µM (titrated, usually from 76.9 µM), for inactives: top-dose activity change, negative = inhibition, usual class: inhibitors; 75,000 tested, 0.03% active; AID 892; note: % is set by controls: 0 for no effect and ±100 for the full control effect
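Rhodamine-labelled pBACH1 10-mer (100 nM) bound to BRCT domain (100 nM) at pH 7.3; compounds incubated 12 min room temperature, polarization read. Free peptide defines full inhibition; unlabelled decapeptide titrated as control.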
Epigenetic mod: epigenetic modulators derepressing GFP locus in mouse cells. mouse C127i GFP locus derepression, cytometry, 30 h. Potency, µM (top dose mostly 46.1 µM), without a hit: at the highest dose GFP derepression (activation). 68,000 tested, 0.09% active; note: % of control where 0% means no effect
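Murine C127i mammary cells carrying a silenced, stably integrated CMV-driven GFP reporter were treated with compound for 30 hours at 37 C. After PBS washes, GFP-positive cells were counted by laser-scanning microplate cytometry.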
ALOX15 inhib: 15-hLO (ALOX15) enzyme inhibition; purified 15hLO-1, xylenol orange hydroperoxide absorbance; Potency, µM (highest dose often 57.1 µM), for inactives: at the highest dose activity change, negative = inhibition, most hits filed as inhibitors; 74,000 tested, 1.4% active; note: potency is the fitted concentration of half-maximal effect; % is set by controls: 0 for no effect and ±100 for the full control effect; nearly all actives have a fitted effect of over 55% in size
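Inhibition is scored from a chromogenic endpoint. After 15 min enzyme-compound contact, arachidonic acid (50 uM final) reacts 6 min with 40 nM 15hLO-1 at room temperature, then Fe-XO reagent is added for 30 min and absorbance ratio recorded.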
An asterisk follows results filed as active; ? = inconclusive; nt = not tested or not shown; [ ] = remark or other dose. Unless noted, calls come from the whole dose curve; as a rule, active = well fitted curve in the direction sought with a large enough effect; inconclusive = small, poorly fitted or top-dose-only effect, or another doubt; inactive = no such curve, though single readings can be large; an effect the other way counts as inactive or inconclusive. Only part of the results is shown; the hit share may differ from the screen's.

Every second line gives: Hsp90 Hop PPI, CRE-bla Fsk, HADH2 inhib, HBB splice mod, Ub-GFP proteasome, USP2a inh, BRCT inh green, Pol III holo inh, BRCT inh red, Epigenetic mod, ALOX15 inhib
CS(=O)(=O)Nc1cccc(-c2cncnc2NCc2cccs2)c1
  -2%, 3%, ?, 1.0%, -5%, -10%, 0.6%, -13%, 1.3%, 9%[9.22 µM], -2%
COC(=O)C/C=C1\c2ccccc2C(OC)C1C (configuration not stated)
  nt, nt, -6%[11.4 µM], 2.3%[9.22 µM], nt, nt, -2.8%[15.4 µM], nt, -2.5%[15.4 µM], nt, 7%[11.4 µM]
Cc1cc(C)nc(Nc2nc3ccccc3[nH]2)n1
  -3%, 5%, 1%, -0.5%, 15%, -1%, 1.3%, -3%, -0.9%, 0%, 2%
C=CCSc1nc2c(c(=O)[nH]c(=O)n2C)n1CC
  1%, ?, ?, nt, -5%, -6%, -0.1%, -2%, -0.1%, -2%, -2%
O=C(O)C1C2C=CC(C3CC23)C1C(=O)NCCc1ccccc1 (configuration not stated)
  3%, 2%, -5%, nt, 4%, -3%, -0.8%, -1%, -2.2%, -1%, 7%
Cc1occc1C(=O)NC(C)C(C)(C)C (configuration not stated)
  -3%, ?, -16%, 1.7%, 1%, 1%, -1.3%, -11%, 1.1%, 5%, 13%
COc1cccc(Nc2c(F)c(F)c(F)c(F)c2C(=O)O)c1
  0%, 0%, -3%, -0.1%, -2%, 2%, -1.4%, 0%, 1.3%, -2%, -1%
CCOC(=O)c1cc2sc(C)cc2n1CC(=O)Nc1cccc(C)c1C
  -2%, 2%, 4%, nt, 0%, 6%, -2.2%, -8%, 1.4%, 2%, -8%
Cc1ccc(SCc2[nH]nc3c2C2(C(=O)N(C)c4ccccc42)C(C#N)=C(N)O3)cc1 (configuration not stated)
  -5%, -15%, -14%, 3.0%[57.5 µM], 0%, 25%, -1.9%, -4%, 0.5%, -1%, 1%
O=C(Cn1cnc2c(cnn2-c2ccccc2)c1=O)NC1CCCC1
  0%, 2%, 1%, -0.2%, -2%, nt, 1.5%, -6%, -0.7%, nt, 7%
O=C(CSc1nnc(-c2cnccn2)n1Cc1ccco1)c1ccc2ccccc2c1
  -6%, ?, -26%, -2.4%[57.5 µM], -2%, 54%[activator], 3.9%, -4%, -2.2%, 0%, -6%
Nc1nc(CSCc2ccccc2)nc(N2CCOCC2)n1
  -15%, 26%, -10%, nt, 0%, 5%, -0.3%, -8%, -2.2%, -2%, -4%
COc1ccc(C(=O)CSc2cc(C)nc3nc(C)nn23)cc1OC
  -3%, ?, 17%, 5.6%, -3%, 12%, -1.7%, -2%, -1.6%, 0%, 6%
CN1CCN(C(=O)C2C3C=CC(C3)C2C(=O)O)CC1 (configuration not stated)
  1%, -4%, 6%, -1.0%, -2%, -8%, -0.8%, -2%, 0.3%, 1%, 8%
Cc1ccc(NCc2nnc(SCC(=O)NCCc3ccccc3)n2C)cc1
  0%, 1%, 2%, -0.1%[57.5 µM], 0%, -1%, -2.4%, 1%, -1.1%, -4%, 4%
Cn1nc(C(=O)Nc2sccc2C(N)=O)ccc1=O
  0%, ?, -16%, -4.1%, -1%, 14%, -2.6%, -11%, -7.1%, 0%, 1%
CN(C)c1ncc2nc(-c3ccc(F)cc3)c(=O)n(Cc3cccs3)c2n1
  -6%, ?, 2%, 1.9%, -1%, 68%[activator], -1.4%, -8%, -0.8%, 2%[9.22 µM], -12%
COc1ccc(-c2nnn(CC(=O)c3ccc4c(c3)OCCO4)n2)cc1OC
  -1%, ?, 5%, 0.1%[57.5 µM], 3%, 20%, 11%, 0%, -0.1%, 3%, -2%
COC(=O)C1=C(CN2CCc3ccccc32)NC(=O)NC1c1cc(C)ccc1C (configuration not stated)
  -8%, ?, ?, -0.5%, 5%, 52%[activator], -0.3%, 7%, 1.7%, 5%, -27%
COc1ccc2c(c1)C(=O)N(CCc1ccc(S(=O)(=O)NC(=O)NC3CCCCC3)cc1)C(=O)C2(C)C
  -2%[26 µM], ?, -12%[25.6 µM], 0.2%[20.6 µM], 2%[20.5 µM], 6%[17.1 µM], 0.3%[34.4 µM], 1%[25.6 µM], -0.9%[34.4 µM], 2%[20.6 µM], -11%[25.6 µM]
CC(NC(=O)c1cccs1)c1ccc2c(c1)OCO2 (configuration not stated)
  -5%, -1%, -7%, 2.2%, -4%, -1%, 0.6%, 2%, -0.2%, 6%, 0%
O=C(O)C[C@@H](C(=O)O)C1c2ccccc2-c2ccccc21
  0%[11 µM], 5%[7.6 µM], 11%[11.4 µM], 2.8%[9.22 µM], -4%[9.17 µM], nt, 1.1%[15.4 µM], 7%[11.4 µM], -0.7%[15.4 µM], 4%[9.22 µM], 5%[11.4 µM]
CC(C)(O)C#CC#CCN1CCOCC1
  -4%, ?, -4%, -1.6%, 5%, -3%, 1.2%, 2%, -0.6%, 3%, 12%
CC(=O)Nc1ccc(S(=O)(=O)N2CCN(c3ccc(C)c(Cl)c3)CC2)cc1
  -1%, -2%, 11%, -0.2%, 0%, nt, -1.0%, 6%, -1.3%, nt, -2%
Cn1cccc1Cc1nnc(SCC(=O)NCC2CCCO2)n1-c1ccc(F)cc1 (configuration not stated)
  -4%[2.3 µM], 1%, 1%, -0.5%, 11%, nt, -2.0%, -6%, -0.5%, nt, ?
O=C(Nc1ccc2c(c1)OCO2)c1c(F)cccc1F
  -8%, -6%, -4%, -0.6%, -2%, 15%, 0.0%, -1%, 1.1%, 3%, 4%
O=c1c2[nH]c3ccccc3c2ncn1CCN1CCNCC1
  -1%, -17%, -13%, 0.8%[1.84 µM], 13%, 0%, -2.0%, -1%, 0.3%, 7%, -8%
COc1ccc(OC)c(S(=O)(=O)NCc2cn3cccc(C)c3n2)c1
  -1%, -7%, -9%, -1.7%, -15%, 5%, -1.6%, -3%, 0.2%, 4%, -3%
CC(C)CNC(=O)C1CCN(c2ccc(S(=O)(=O)N3CCOCC3)cc2)CC1
  -1%, 0%, -10%, 0.2%[57.5 µM], -3%, nt, -0.3%, -6%, 0.5%, 0%, 3%
CCCCN(Cc1cc2cc(OC)ccc2[nH]c1=O)C(=O)c1ccco1
  ?, ?, 12%, 0.9%[1.84 µM], 1%, 25%, 1.5%, 2%, -0.4%, -2%, ?
CC1=C(C(N)=O)C(c2cccnc2)n2nc(SCc3ccccc3Cl)nc2N1 (configuration not stated)
  -3%, -2%, 14%, 0.2%, -5%, -22%, -1.1%, 0%, -2.1%, 0%, 19%
CN(C)c1nc(Nc2ccccc2)nc(Oc2ccc(=O)[nH]n2)n1
  -2%, 10%, 13%, 2.0%[57.5 µM], -4%, nt, -0.2%, -3%, -0.4%, 0%, 1%

Only BRCT inh red, for some of the entries so far:
smiles | BRCT inh red
COc1ccc(OC)c(S(=O)(=O)NCc2cn3cccc(C)c3n2)c1 | 0.2%
CC(C)CNC(=O)C1CCN(c2ccc(S(=O)(=O)N3CCOCC3)cc2)CC1 | 0.5%
CCCCN(Cc1cc2cc(OC)ccc2[nH]c1=O)C(=O)c1ccco1 | -0.4%
